Salmonella PhoP GFP – inhibitors of PhoP regulon expression, primary screen, Salmonella Typhimurium, GFP reporter (AID 1863). inhibition, % at 50 µM; hits with a dose series show IC50 in µM. S. Typhimurium PhoP-regulated promoter GFP reporter, 4 h; higher % means a stronger effect. 0.16% of 300,000 active;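 active = inhibition over 29.93%, a cutoff 3 SD above the screen mean, later confirmed by dose response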;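 note: 0% = low Mg2+ inducing control and 100% = high Mg2+ repressing control; strong numbers were not always called active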
LYP phosphatase – inhibitors of LYP phosphatase, biochemical, fluorescence intensity, uHTS (AID 1779) | recombinant LYP phosphatase, fluorescence intensity; higher % means a stronger effect | inhibition, % at 11.5 µM; hits with a dose series show IC50 in µM | 0.054% of 290,000 active;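 note: plate controls were vehicle with enzyme for no effect and no enzyme for full effect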
NOD1 inhibition – inhibition of NOD1-driven NF-kB reporter – cell-based, luminescence, uHTS, primary screen (AID 1578); 1% of 290,000 active; NOD1-driven NF-kB luciferase reporter cells, luminescence; higher % means a stronger effect; inhibition, % at 4 µM; hits with a dose series show EC50 in µM; in the data active = inhibition mostly above about 36%, no sharp cut-off; inactive = mostly below about 34%;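 note: HEK-293T reporter cells stimulated with the NOD1 agonist gamma-tri-DAP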
KOR beta-arrestin-1 – KOR agonists, beta-arrestin recruitment, primary screen, cell-based, luminescence, uHTS (AID 1777). 0.02% of 280,000 active. KOR beta-arrestin recruitment, luminescence; higher % means a stronger effect. activation, % at 10 µM; hits with a dose series show EC50 in µM; in the data active = activation above about 50%, passing the limit was not always enough; note: a part of the inactive calls stands beside numbers as strong as those of hits
SIAH1 antagonists – Siah-1 peptide-binding antagonists, primary screen, biochemical, fluorescence polarization, rhodamine-plectin, uHTS (AID 1817); Siah-1 / rhodamine-plectin peptide fluorescence polarization; higher % means a stronger effect; displacement, % at 20 µM; hits with a dose series show IC50 in µM; 0.02% of 290,000 active;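 active = displacement of at least 50% at 20 µM, with a fluorescence ratio check between 0.3 and a set limit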;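 note: plate controls were Siah plus tracer with DMSO for no effect and tracer alone without Siah for full effect; strong numbers were not always called active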
KOR beta-arrestin-2 – KOR antagonists, beta-arrestin recruitment, cell-based, luminescence, uHTS (AID 1778); inhibition, % at 10 µM; hits with a dose series show IC50 in µM; KOR beta-arrestin recruitment, luminescence, antagonist mode; higher % means a stronger effect; 0.091% of 290,000 active; note: strong numbers were not always called active
HEK293 NOD2/NF-kB – inhibition of NOD2-driven NF-kB reporter – cell-based, luminescence, uHTS, HEK293 (AID 1566) | HEK293 NOD2/NF-kB luciferase reporter, luminescence; higher % means a stronger effect | 0.63% of 290,000 active | inhibition, % at 4 µM, or EC50 in µM where a hit was titrated; note: many of its hits are not listed in these tables
HIV peptide binding – cell-free HIV fusion peptide-binding blockers – biochemical, uHTS, fluorescence dequenching, primary screen (AID 1986) | cell-free peptide binding, fluorescence dequenching, 30 min; higher % means a stronger effect | inhibition, % at 20 µM, or IC50 in µM where a hit was titrated | 0.3% of 290,000 active; in the data active = inhibition mostly above about 52%, no sharp cut-off; inactive = mostly below about 76%; note: some results filed as inactive read as strong as hits
Myeloid diff 2 – promotes myeloid progenitor differentiation; calls only at 10 µM; 1% of 360,000 active; ER-HoxA9 myeloid progenitors, lysozyme-GFP differentiation, flow cytometry;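 active = normalized GFP-positive differentiation at or above the plate's own cutoff, the solvent-only control mean plus 3 SD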;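 note: cells exposed to compound for four days before flow analysis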
Myeloid diff 2 GFP+ MAC1+ % – second read-out of Myeloid diff 2, no call of its own (marks repeat the call); GFP+ MAC1+ double positive, %; measured here: differentiation confirmed by MAC1 staining
* marks the source's active call; other numbers are inactive results; i = inactive; / = no result given; + = active, no number; [ ] = dose if it differs, or a comment. Cut-off read from the data, not from the text of the source, unless noted: active = inhibition above about 50%; inactive = the rest. Only part of the results is shown, so the mix of outcomes need not match the whole.

SMILES	Salmonella PhoP GFP	LYP phosphatase	NOD1 inhibition	KOR beta-arrestin-1	SIAH1 antagonists	KOR beta-arrestin-2	HEK293 NOD2/NF-kB	HIV peptide binding	Myeloid diff 2	Myeloid diff 2 GFP+ MAC1+ %
COc1ccnc(Oc2ccc(C)cc2)c1C#N	-4%	-9%	-63%	5.1%	-2%	-6%	-19%	-2.2%	i	1.7
COC(=O)c1c(C)oc2ccc(N(C(=O)c3ccncc3)S(=O)(=O)c3ccc4ccccc4c3)cc12	-5%	-5%	59%	-1.9%	-5%	-107%	46%	4.5%	i	0.6
CC(=O)Nc1ccc(NS(=O)(=O)c2ccc(C)cc2)c([N+](=O)[O-])c1	-13%	-6%	-14%	-3.2%	-3%	-1%	2%	-1.5%	i	1.1
COc1ccccc1C1=Nn2c(COc3ccccc3)nnc2SC1	-5%	-1%	-49%	-2.6%	-2%	-11%	0%	-1.3%	/	/
O=C(CO/N=C/c1ccccc1Cl)N1CCCc2ccccc21	-5%	-4%	2%	-4.5%	0%	-23%	1%	0.2%	i	1.3
O=C(CCc1ccccc1)Nc1ncc([N+](=O)[O-])s1	-1%	-2%	-28%	-4.0%	-2%	-5%	-58%	-1.6%	i	1.5
Cc1ccc(NC(=S)N2CCN(c3nccc(C(F)(F)F)n3)CC2)c(C)c1	-1%	-7%	-8%	-1.5%	13%	-1%	7%	-0.8%	i	0.4
CCc1nc(SCC(=O)c2cc(C)ccc2C)n[nH]1	-5%	-9%	-4%	-1.9%	1%	10%	-2%	-1.1%	i	2.0
Cc1nc2cc(-c3ccccc3)ccc2o1	3%	-11%	-13%	-3.6%	-3%	-33%	-16%	-0.6%	i	0.6
COc1cccc2cc(-c3cc(=O)oc4ccc(O)cc34)oc12	11%	-4%	-5%	6.0%	0%	-7%	4%	1.9%	i	0.4
CCOC(=O)C(CC)(CC)C(=O)/C=C/c1ccc(Br)cc1	3%	-4%	49%	17%	-4%	9%	-16%	-0.3%	i	0.4
c1ccc2c(N3CCCCC3)ncnc2c1	23%	-7%	22%	-0.5%	1%	-5%	10%	3.4%	i	0.3
O=C(CNS(=O)(=O)c1ccc(F)c(Cl)c1)NCCc1ccccc1	-2%	-12%	-28%	-1.1%	4%	-18%[20 µM]	-1%	1.8%	i	0.4
COc1ccc(C(NC(=O)c2ccco2)c2ccc(OC)c(OC)c2)cc1 (stereo not given)	10%	2%	-11%	2.0%	-5%	6%	4%	0.9%	i	1.4
COc1ccc(-c2nn(-c3ccccc3)cc2C(=O)Nc2nccs2)cc1OC	3%	0%	-10%	-3.2%	-3%	21%	13%	-1.0%	i	0.7
CCC1(C)Cc2c(sc3c2c(=O)n(-c2ccccc2)c(=O)n3C)CO1 (stereo not given)	3%	-13%	5%	-2.8%	-2%	12%	23%	14%	i	0.7
O=C(COC(=O)CCCc1nc2ccccc2s1)NC(=O)NCc1ccco1	-2%	-3%	-22%	-2.6%	2%	-28%	16%	0.9%	i	0.5
O=C(c1cccs1)N1CCN=C1SCc1ccc(Cl)cc1	11%	6%	-44%	-1.4%	0%	1%	12%	2.5%	i	0.5
Brc1ccc(/C=N/Nc2ncnc3c2cnn3Cc2ccccc2)cc1	11%	-4%	31%	2.9%	-4%	-11%	-7%	-1.4%	i	0.5
CCn1nc(C)c(CNC(=O)CC2C(=O)NCCN2Cc2ccc(C)o2)c1C (stereo not given)	0%	-8%	-16%	/	-3%	-31%[20 µM]	2%	1.0%	i	0.9

Full records from above. Screens in order: Salmonella PhoP GFP, LYP phosphatase, NOD1 inhibition, KOR beta-arrestin-1, SIAH1 antagonists, KOR beta-arrestin-2, HEK293 NOD2/NF-kB, HIV peptide binding, Myeloid diff 2, Myeloid diff 2 GFP+ MAC1+ %
O=C(CCc1ccccc1)Nc1ncc([N+](=O)[O-])s1 as listed: -1%, -2%, -28%, -4.0%, -2%, -5%, -58%, -1.6%, i, 1.5
O=C(CNS(=O)(=O)c1ccc(F)c(Cl)c1)NCCc1ccccc1 as listed: -2%, -12%, -28%, -1.1%, 4%, -18%[20 µM], -1%, 1.8%, i, 0.4
O=C(COC(=O)CCCc1nc2ccccc2s1)NC(=O)NCc1ccco1 as listed: -2%, -3%, -22%, -2.6%, 2%, -28%, 16%, 0.9%, i, 0.5
CCc1nc(SCC(=O)c2cc(C)ccc2C)n[nH]1 as listed: -5%, -9%, -4%, -1.9%, 1%, 10%, -2%, -1.1%, i, 2.0

The listing continues:
SMILES	Salmonella PhoP GFP	LYP phosphatase	NOD1 inhibition	KOR beta-arrestin-1	SIAH1 antagonists	KOR beta-arrestin-2	HEK293 NOD2/NF-kB	HIV peptide binding	Myeloid diff 2	Myeloid diff 2 GFP+ MAC1+ %
COc1ccccc1C(=O)Nc1ccc(C(=O)O)cc1	-2%	-3%	-26%	0.9%	6%	39%	-1%	0.5%	i	1.0
CCSC1=C(C#N)C(c2ccccc2Cl)C(C(=O)c2cccs2)C(O)(C(F)(F)F)N1 (stereo not given)	5%	-5%	64%*	-4.0%	0%	-17%	2%	-2.2%	i	0.4
O=C(C1CCC1)N1CCc2cc(S(=O)(=O)Nc3ccc4c(c3)OCCO4)ccc21	5%	-6%	62%	8.0%	5%	-3%	45%	2.3%	i	0.3
O=C(Nc1cc(Br)ccc1O)C1CC(c2c(F)cccc2Cl)=NO1 (stereo not given)	3%	-5%	-9%	/	-2%	1%[20 µM]	-2%	1.6%	i	0.2
O=C(N/N=C/c1ccccc1C(=O)O)c1ccc(COc2cccc3cccnc23)cc1	-3%	-5%	-9%	-2.0%	-1%	-9%	-2%	25%	+	0.2*
CCC(C(=O)NCCN1CCOCC1)n1nc(C)n2c(cc3sccc32)c1=O (stereo not given)	1%	-10%	-25%	2.9%	6%	-25%	14%	-0.1%	i	2.2
c1ccc(-n2c(SCc3nc(-c4cccs4)no3)nnc2-c2ccco2)cc1	-8%	8%	57%	3.6%	-6%	-57%	14%	4.1%	/	/
CCCCSC1(SCCCC)N=C(N)C2(C#N)C(c3ccccc3)NC(C)=CC12C#N (stereo not given)	15%	-3%	33%	-0.7%	1%	-1%	10%	12%	i	0.8
Cc1cccc(C(=O)NCCC(=O)Nc2ccc(C)c(F)c2)c1	0%	-7%	-17%	-0.6%	3%	-22%	18%	0.1%	i	0.4
O=C(NCCc1cn2ccccc2n1)C1CCCCC1	6%	-8%	-5%	-4.1%	-1%	-46%	2%	1.2%	i	2.1
O=P(c1ccccc1)(c1ccccc1)c1ccc(O)cc1	12%	-7%	-22%	-1.1%	0%	-33%[20 µM]	6%	-1.7%	i	1.3
COc1ccc(CNC(=O)CN2C(=O)CSc3ccc(S(=O)(=O)N4CCCCC4)cc32)cc1	-1%	-10%	-14%	-4.7%	4%	5%	21%	2.1%	i	0.8
Cc1cccc(C)c1NC(=O)Cn1nnc(C(=O)Nc2ccc(F)cc2F)c1N	-6%	-13%	-16%	-3.1%	21%	-10%	9%	2.3%	i	2.6
NS(=O)(=O)c1ccc(CCNC(=O)CSc2cccs2)cc1	1%	-9%	-19%	/	-2%	-15%[20 µM]	13%	0.1%	i	0.0
O=C(CN1C(=O)C2CC=CCC2C1=O)Nc1ccc(Br)cc1 (stereo not given)	-6%	-7%	-39%	3.3%	1%	10%	-2%	1.7%	i	1.1
COc1cccc(NC(=O)C(C)NS(=O)(=O)c2ccc(Br)cc2)c1 (stereo not given)	8%	-3%	-21%	0.2%	1%	18%	-1%	-2.3%	i	1.1
CCOC(=O)c1c(C)nc2sc(C(N)=O)c(N)c2c1-c1ccc(OC)cc1	0%	3%	36%	-1.0%	-1%	-8%	24%	0.9%	i	0.7
CC(C(=O)NCCCN1CCOCC1)n1cccc1C(=O)c1ccccc1 (stereo not given)	-2%	-11%	13%	-3.8%	-4%	14%	23%	0.5%	i	0.7
O=C(NCc1ccccc1)C1=C[C@H](c2csc3ccccc23)C[C@H](OCCCCO)O1	4%	-5%	21%	-0.4%	-4%	-23%	21%	5.6%	i	1.4
COc1cc(NC(=O)c2ccc3c(c2)OCCO3)ccc1NC(=O)c1cccs1	-12%	0%	-24%	/	-1%	-39%[20 µM]	14%	0.7%	i	0.3
CNC(=O)COc1cccc(C(=O)NCc2ccccc2)c1	10%	-6%	-7%	-2.4%	2%	-4%	8%	2.2%	i	1.3
O=C(/C=C/c1cccc(Cl)c1)Nc1ncccn1	-2%	-4%	-19%	-1.1%	6%	21%	-7%	-0.9%	i	0.3
COc1ccc(CN2CCN(C(=O)c3cccc4ccccc34)CC2)cc1Br	-4%	-7%	-10%	-2.2%	4%	-19%[20 µM]	30%	-0.3%	/	/
O=[N+]([O-])c1ccc2ccn(C3OCC(O)C(O)C3O)c2c1 (stereo not given)	5%	-2%	-14%	-4.8%	4%	0%[20 µM]	18%	0.2%	i	0.3
C=C(C)[C@@H]1CC=C(CN2CCN(Cc3ccccc3)CC2)CC1	3%	-7%	1%	-4.2%	0%	40%	-24%	-2.2%	i	0.0
O=[N+]([O-])c1ccccc1S(=O)(=O)N1CCCCC1	15%	-7%	-14%	3.9%	2%	2%	-9%	1.1%	i	0.5
Cc1cccc(C(=O)NNc2ncnc3c2cnn3C)c1	7%	-8%	-34%	-5.2%	-4%	8%	8%	1.1%	i	0.3
COCCCNC(=O)c1cc2cc([N+](=O)[O-])cc(OC)c2oc1=O	-6%	0%	-35%	-1.1%	-3%	-5%	-24%	-2.1%	i	0.2
CC(C)OC(=O)c1cccnc1SCC(=O)N(C)c1ccccc1	-6%	-2%	-8%	-8.9%	-2%	24%	-2%	4.3%	i	12
COC(=O)c1sc(C(=O)OC)c(C(=O)OC)c1C(=O)OC	-3%	-7%	-38%	-3.8%	7%	1%	16%	1.5%	i	0.9
COc1cccc(CNC(=O)C2CCN(c3cnccn3)CC2)c1	5%	-6%	-15%	3.4%	-6%	-2%	14%	1.5%	i	0.8
Cc1nn(-c2ccccc2)c(N2CCCC2)c1/C=N/NC(=O)C1CC1	3%	-2%	-20%	-5.2%	3%	10%	15%	0.2%	i	0.3
COCCNC(=O)/C(=C/c1ccccc1Cl)c1ccccc1	-9%	2%	-28%	-3.2%	3%	/	3%	0.1%	i	1.3
CC(C)=CC1C=C(C)C(C)C2C(=O)NNC(=O)C12 (stereo not given)	19%	-9%	10%	-0.5%	-2%	-17%	1%	-3.0%	i	0.3
O=C(CN1C(=O)CSc2ncccc21)Nc1cccc(Cl)c1	/	2%	-23%	2.0%	-3%	5%[20 µM]	-1%	4.5%	i	4.2
CC(=O)c1coc2ccc(OCCN3CCCCC3)cc12	-2%	-5%	-22%	0.3%	-1%	-17%	6%	-0.5%	i	7.6
COc1ccc(Oc2nc(C)cc(C)c2C#N)cc1	-5%	0%	-25%	-4.8%	-8%	4%	0%	0.1%	i	1.3
CCC(CC)NC(=O)c1ccccc1Oc1ccccc1	-12%	-4%	0%	-1.2%	-3%	-9%	-4%	-2.2%	i	1.2
Cn1c(N)c(S(=O)(=O)c2ccc(Br)cc2)c2nc3ccccc3nc21	5%	-14%	-8%	5.2%	0%	-40%	-13%	-0.2%	i	1.6
c1ccc(CN=C2Nc3ccccc3CS2)nc1	8%	-2%	-44%	-1.1%	-2%	-18%	-88%	-0.4%	i	0.3
